Rac1 GTP hydrolysis: MgcRacGAP GTPase-activating activity inhibitors, confirmation, biochemical, ADP Hunter fluorescence. 340,000 tested, 0.6% active. MgcRacGAP-stimulated Rac1 GTP hydrolysis, ADP Hunter fluorescence; higher % means a stronger effect; GST-tagged Rac1 F28L mutant substrate. AID 624330. inhibition, % at 30 µM; hits with a dose series show IC50 in µM;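 active = first-screen hits whose inhibition reached a set limit at any dose in the follow-up dose series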;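 note: fluorescence reports GDP produced by GAP-driven GTP hydrolysis; strong numbers were not always called active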
SV40 large T antigen: TAg ATPase/helicase activity blockers – biochemical (AID 1903); one-dose inhibition, % at 20 µM; IC50 in µM for titrated hits; SV40 large T antigen ATPase/helicase inhibition assay; higher % means a stronger effect; 310,000 tested, 0.39% active; in the data active = a potency from the dose series; note: strong numbers were not always called active
KOR beta-arrestin-1: KOR antagonists, beta-arrestin recruitment, cell-based, luminescence, uHTS (AID 1778); 290,000 tested, 0.091% active; KOR beta-arrestin recruitment, luminescence, antagonist mode; higher % means a stronger effect; inhibition, % at 10 µM, or IC50 in µM where a hit was titrated; note: strong numbers were not always called active
HEK293 NOD2/NF-kB: NOD2 signaling inhibitors, cell-based, luminescence, uHTS, HEK293 (AID 1566). HEK293 NOD2/NF-kB luciferase reporter, luminescence; higher % means a stronger effect. inhibition, % at 4 µM, or EC50 in µM where a hit was titrated. 290,000 tested, 0.63% active; note: many of its hits are not listed in these tables
GPR55 LPI antagonism: inhibition of LPI-stimulated GPR55 beta-arrestin translocation – imaging, U2OS, beta-arrestin-GFP, LPI agonist, primary screen (AID 2013); inhibition, % at 10 µM, or IC50 in µM where a hit was titrated; U2OS GPR55 beta-arrestin-GFP translocation imaging, LPI antagonism; higher % means a stronger effect; 290,000 tested, 0.13% active;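 active = spots per cell inhibited over 60%, with over 100 cells counted and total cytoplasm intensity under 500,000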;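 note: U2OS cells stably carrying GPR55 and arrestin-GFP stimulated by 5 µM LPI near EC80; imaged beta-arrestin-GFP aggregate spots per cell after agonist stimulation; plate controls were LPI-stimulated DMSO wells for no effect and DMSO wells without LPI for full effect; some results filed as inactive read as strong as hits; confirmed hits need IC50 under 10 µM and bright autofluorescent wells are also inconclusive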
HIV fusion peptide: cell-free HIV fusion peptide-binding blockers – biochemical, uHTS, fluorescence dequenching, primary screen (AID 1986); cell-free peptide binding, fluorescence dequenching, 30 min; higher % means a stronger effect; inhibition, % at 20 µM; hits with a dose series show IC50 in µM; 290,000 tested, 0.3% active; in the data active = inhibition mostly above about 52%, no sharp cut-off; inactive = mostly below about 76%; note: some results filed as inactive read as strong as hits
KOR beta-arrestin-2: KOR agonists, beta-arrestin recruitment, primary screen, cell-based, luminescence, uHTS (AID 1777); KOR beta-arrestin recruitment, luminescence; higher % means a stronger effect; activation, % at 10 µM; hits with a dose series show EC50 in µM; 280,000 tested, 0.02% active; in the data active = activation above about 50%, passing the limit was not always enough; note: a part of the inactive calls stands beside numbers as strong as those of hits
NOD1 NF-kB reporter: NOD1 signaling inhibitors, primary screen, cell-based, luminescence, uHTS (AID 1578). NOD1-driven NF-kB luciferase reporter cells, luminescence; higher % means a stronger effect. one-dose inhibition, % at 4 µM; EC50 in µM for titrated hits. 290,000 tested, 1% active; in the data active = inhibition mostly above about 36%, no sharp cut-off; inactive = mostly below about 34%;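 note: HEK-293T reporter cells stimulated with the NOD1 agonist gamma-tri-DAP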
GPR55 beta-arrestin: GPR55 agonists via beta-arrestin recruitment, primary screen, imaging, U2OS cells, beta-arrestin-GFP redistribution (AID 1961); U2OS GPR55 beta-arrestin-GFP redistribution imaging; higher % means a stronger effect; activation, % at 10 µM; hits with a dose series show EC50 in µM; 290,000 tested, 0.048% active;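 active = activation above 40% with more than 50 cells counted in the well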;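 note: U2OS osteosarcoma cells stably expressing GPR55 and beta-arrestin-GFP; plate controls were DMSO negative control for no effect and LPI positive control for full effect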
* marks the source's active call; other numbers are inactive results; / = no result given; [ ] = remark or other dose. Cut-off read from the data, not from the text of the source, unless noted: active = inhibition above about 50%; inactive = the rest. These rows are one share of the data. The share of hits here may be higher or lower than overall.

canonical_smiles | Rac1 GTP hydrolysis | SV40 large T antigen | KOR beta-arrestin-1 | HEK293 NOD2/NF-kB | GPR55 LPI antagonism | HIV fusion peptide | KOR beta-arrestin-2 | NOD1 NF-kB reporter | GPR55 beta-arrestin
CCN(CCNC(=O)CN(C)S(=O)(=O)c1cccc2nsnc12)c1ccccc1 | -2% | 17% | -39% | 0% | 9% | 0.7% | 1.0% | 1% | -0.1%
CCc1ccc(NC(=O)c2ccc3c(=O)n4c(nc3c2)CCCCC4)cc1 | 15% | 12% | / | 12% | 2% | -0.3% | 2.7% | 8% | -0.1%
O=C(c1ccc(C(F)(F)F)cc1)C1CCCN(C(=O)CCc2cnccn2)C1 (stereo not drawn) | 6% | 1% | -2% | 7% | -15% | 0.3% | / | -47% | -0.2%
C=CCOc1c(CNc2cccc(C(=O)O)c2)cccc1OC | 4% | 10% | -10% | -41% | 4% | 3.0% | 1.3% | -44% | -0.2%
CC(=O)N1CCC(C(=O)NCCOc2ccc(C)cc2)CC1 | 6% | 23% | -38% | -4% | 9% | -0.5% | -2.1% | -39% | -0.2%
CC(NC(=O)COC(=O)C1CSC2(C)CCC(=O)N12)C12CC3CC(CC(C3)C1)C2 (stereo not drawn) | 9% | 18% | 22% | 3% | 11% | -1.4% | -6.7% | -18% | 0.1%
Cn1nnnc1SCC(=O)Nc1nc(-c2ccc(F)c(F)c2)cs1 | 10% | 8% | 3% | 17% | 4% | -0.5% | -5.0% | -21% | -0.1%
CCOc1ccc(S(=O)(=O)N2CCc3cc(OC)c(OC)cc3C2)cc1 | 6% | 10% | -8% | 1% | 11% | -2.5% | 1.5% | -16% | 0.1%
Cn1nc(-c2ccc(Cl)cc2)cc1NC(=O)CSCC(=O)O | / | 5% | 20% | 7% | 2% | 0.7% | 2.7% | -11% | -0.2%
Cc1ccc(S(=O)(=O)CCN2CCC(n3cccc3)CC2)cc1 | 2% | 3% | -7% | 7% | -7% | -0.5% | 1.2% | -9% | 0.2%
CCOc1cc(-c2c(C)c(C)nc(N)c2C#N)ccc1O | 23% | 17% | -10% | 3% | 14% | 1.0% | -3.8% | -39% | -0.3%
COc1cc(OC)cc(C(=O)N2CC(=O)Nc3ccccc32)c1 | -5% | 13% | -76% | -18% | -18% | 2.4% | 4.5% | 5% | 0.3%
CCc1ccc2nc(N=C(N)N)nc(C)c2c1 | 19% | 5% | -13% | 5% | -24% | -1.7% | -0.3% | -6% | 0.0%
Cc1ccc(OC(=O)c2cccc(S(=O)(=O)N3CCN(C)CC3)c2)c(Br)c1 | 10% | 5% | -19% | 6% | 4% | 0.9% | 1.8% | -22% | -0.1%
COc1c(F)c(F)c(C(=O)Nc2ccc(N3CCN(C(C)=O)CC3)c(Cl)c2)c(F)c1F | 9% | 0% | -19% | 17% | 10% | -0.8% | -2.3% | 12% | -0.2%
CS(=O)(=O)N(CC(=O)NC1CCCC1)c1cccc(F)c1 | -2% | -4% | 21% | 7% | 69% | -0.7% | -2.9% | -12% | -0.1%
Cc1cccc(NC(=O)c2ccc(-n3cccn3)c([N+](=O)[O-])c2)c1 | 4% | -1% | 29% | 5% | 16% | -0.3% | -0.4% | -6% | 0.2%
CCC(=O)NC(=S)Nc1ccc(NC(=O)c2cccnc2)cc1 | -2% | 15% | -1% | -27% | 6% | -2.3% | -4.1% | 6% | -0.1%
O=C(CNc1cccc(S(=O)(=O)N2CCOCC2)c1)Nc1ccccc1F | 7% | 9% | -21% | 19% | 5% | 0.4% | 0.5% | -12% | -0.1%
CCN(C(=S)NCc1ccccc1)c1cccc2ccccc12 | 5% | 4% | 28% | -6% | 10% | 1.1% | -1.0% | -16% | -0.2%
Cc1cnc(=O)[nH]c1SCc1ccc(C(F)(F)F)cc1 | 6% | 32% | -61% | 12% | 2% | -0.4% | -0.1% | -18% | 0.6%
O=C(c1cc(S(=O)(=O)N2CCCC2)c(Cl)cc1Cl)N1CCCC1 | 2% | 4% | -7% | 16% | 4% | 0.1% | -5.3% | -19% | 0.5%
COC(=O)CSc1nc2sc3c(c2c(=O)n1C1CCCCC1)CCN(C)C3 | / | 23% | 2% | 7% | 3% | -1.6% | -1.3% | 5% | -0.1%
CN(CC(=O)Nc1cccc(F)c1)CC(=O)Nc1cccc(S(=O)(=O)N2CCCCCC2)c1 | 18% | 12% | 33% | 4% | -3% | 1.1% | 1.9% | -8% | 0.5%
CC(Nc1cc(N2CCN(C(=O)C(C)(C)C)CC2)ccc1[N+](=O)[O-])c1ccccc1 (stereo not drawn) | 1% | 4% | -13% | 25% | 25% | -0.6% | 2.8% | / | -0.1%
CCOc1ccc2nc(-c3ccccc3)nc(SCC(=O)OC)c2c1 | 8% | 12% | -22%[20 µM] | 20% | 2% | 2.4% | -4.5% | -23% | -0.3%
C=CCNC(=O)c1ccc(OC)cc1OC | 7% | 16% | 16% | 15% | 5% | -2.1% | -3.9% | -16% | 0.1%
COc1ccc(CCNC(=O)C(=O)NCC2OCCN2S(=O)(=O)c2ccc(F)cc2)cc1OC (stereo not drawn) | 8% | 16% | -37%[20 µM] | 32% | 7% | -1.6% | -5.1% | 35% | 0.0%
CC(C)(C)c1ccc(NC(=O)Cn2cnc3cc([N+](=O)[O-])ccc3c2=O)cc1 | / | 7% | 35% | 14% | 2% | -1.6% | -6.4% | -6% | -0.4%
COc1ccc(/C(N)=N/OC(=O)/C=C/c2ccccc2)cc1 | -1% | 9% | 10% | -20% | 1% | 1.0% | -4.1% | -5% | 1.7%
CN(CC(=O)NCCN1CCCCCC1)S(=O)(=O)c1cccc2nsnc12 | 0% | 2% | -7% | 12% | -1% | 26% | -0.2% | 8% | 0.3%
Cc1nnc(NC(=O)CSc2n[nH]c(-c3ccccc3C)n2)s1 | 9% | 11% | -31% | 0% | 6% | 0.3% | 0.7% | -22% | -0.1%
CC(=O)N=c1c(C#N)cc2c(=O)n3cccc(C)c3nc2n1Cc1ccco1 | / | 17% | 3% | 28% | -4% | 7.1% | 0.5% | 6% | 0.2%
O=C(CN1C(=O)c2ccccc2C1=O)NCC1CCCO1 (stereo not drawn) | 19% | 2% | -12% | -7% | 13% | -0.8% | 5.4% | 4% | 0.2%
O=S(=O)(NCc1ccc(Cl)cc1)NCc1ccc(Cl)cc1 | 9% | 4% | -16% | 5% | 9% | -0.7% | -3.0% | -4% | 0.3%
CN1CCN(c2ccccc2NC(=O)COc2ccc(Br)cc2)CC1 | 5% | -34% | 2% | -5% | 1% | 6.1% | 0.3% | 9% | -0.2%
COc1cnc(SCc2ccc(Cl)cc2)nc1Cl | 3% | 18% | -6% | 0% | 1% | 0.9% | 1.2% | 4% | 0.3%
O=C(Nc1cccc(-c2nc3ncccc3o2)c1)c1sc2cc(Cl)ccc2c1Cl | 6% | 10% | -31% | -25% | 7% | 0.7% | 4.1% | -36% | 0.0%
CC(=O)Nc1nc(N(C)C)nc(N(C)C)n1 | -4% | 14% | -2%[20 µM] | 4% | 17% | -0.4% | / | -9% | 0.0%
CCOC(=O)c1[nH]c2ccc(OCC)cc2c1NC(=O)CN1CCN(c2ccccn2)CC1 | 15% | 20% | -22% | 16% | 4% | -0.5% | -11% | 0% | -0.3%
COc1ccc(CCNC(=O)Cn2c(=O)cnc3ccccc32)cc1 | 14% | 6% | 6% | 7% | -3% | -2.5% | -1.3% | 8% | -0.1%
Cc1cccc(C)c1OC(=O)CN(c1ccc(Cl)cc1)S(C)(=O)=O | 0% | -1% | -4% | 1% | 4% | 1.5% | -1.4% | -8% | 0.1%
COc1ccc(N2C(=O)C(CC(=O)Nc3ccccc3)N(Cc3ccc4c(c3)OCO4)C2=O)cc1 (stereo not drawn) | -2% | 4% | -26% | -7% | -8% | -1.4% | 1.8% | 9% | -0.1%
O=C(O)c1cccc(CN2C(=O)S/C(=C/c3ccccc3[N+](=O)[O-])C2=O)c1 | 14% | 21% | 13% | 20% | 6% | 2.5% | 1.4% | 4% | -0.1%
COc1ccc(-c2cc(=O)oc3cc(OCC(=O)Nc4ccccn4)ccc23)cc1 | 15% | 13% | -158% | 28% | -17% | -0.4% | 3.4% | -16% | -0.2%
O=C(Nc1nnc(C2CC2)s1)c1n[nH]c(=O)c2ccccc12 | 2% | 10% | 8% | 24% | -1% | 0.1% | 3.9% | -3% | -0.2%
O=C(Oc1ccc(Cl)cc1)c1ccc(N2CCOCC2)c([N+](=O)[O-])c1 | 5% | 14% | 4% | 10% | 2% | -1.6% | -0.6% | -20% | -0.1%
COc1c(C)cc(C(=O)C2CCCN(C(=O)CCc3scnc3C)C2)cc1C (stereo not drawn) | 5% | 13% | -52% | / | -13% | -0.1% | 7.0% | / | -0.1%
CC(=O)Nc1ccc(NC(=O)C2C3CCC(C3)C2C(=O)O)cc1 (stereo not drawn) | 13% | 13% | 22% | 3% | -9% | -1.3% | -7.0% | 5% | -0.1%
CCc1nnc(NC(=O)CSc2nnc(C)n2CC2CCCO2)s1 (stereo not drawn) | 0% | 2% | 21% | 13% | -7% | 1.2% | 1.8% | -10% | -0.1%
Cc1ccnc(NS(=O)(=O)c2ccc(NC(=O)Cc3ccc(Cl)cc3)cc2)n1 | 1% | 4% | -7% | -28% | 9% | 3.9% | 0.6% | -2% | 0.0%
N#C/C(=C\c1c(N2CCCCC2)nc2ccccn2c1=O)C(=O)NCc1ccco1 | 7% | 13% | -23% | 15% | -4% | 12% | 14% | -11% | -0.4%
CC12CN(Cc3ccccc3)CC(C)(CN(Cc3ccccc3)C1)C2=O | 3% | -12% | -7% | -7% | -1% | -1.9% | -1.2% | -50% | -0.5%
CC(C)C(=O)NC(=S)Nc1sc2c(c1C(N)=O)CCCC2 | 15% | 6% | 14% | -32% | 6% | 6.3% | -0.3% | -90% | -0.1%
CCOC(=O)C1=C(C)NC(C)=C(C(=O)OCC)C1C(=O)OCC(=O)N(C)C | 9% | 18% | 6% | 20% | 2% | 1.1% | -4.0% | 3% | 0.4%
Cc1cnn(C(=S)NCc2ccco2)c1 | 14% | 18% | 0% | 0% | -2% | 11% | 12% | / | 0.0%
CCOC(=O)C1=C(C)NC(C)=C(C(=O)OCC)C1c1ccc(C)o1 | 1% | 4% | -7% | -4% | 10% | 0.1% | -0.2% | -10% | 0.6%
COCCCNc1nc(N)c([N+](=O)[O-])c(Nc2ccccc2OC)n1 | / | 12% | 9% | 29% | -18% | -0.9% | 0.0% | -1% | -0.1%
CCOc1ccc(Cl)cc1S(=O)(=O)N1CCC(C(=O)NC2CC2)CC1 | 7% | 2% | -16% | -7% | -1% | 2.9% | -0.7% | -13% | -0.2%
CC(C)(C)N(Cc1nc(-c2ccccc2)no1)C(=O)c1ccc2c(c1)OCO2 | 6% | 6% | -11% | -3% | 11% | 1.3% | -1.6% | -33% | 0.1%

High-throughput results deposited in PubChem BioAssay by several laboratories.
